Fam108B counter: counter-screen for RBBP9 inhibitors: inhibitors of mouse Fam108B. recombinant Fam108B, FP-Rh probe fluorescence polarization. inhibition, % at 9.51 µM. 300,000 tested, 0.33% active;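 active = inhibition above the screen mean inhibition plus 3 SD, computed separately per campaign, cut at about 18% in these data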;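 note: inhibitors lower polarization as less probe binds the enzyme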
BCLXL inh: inhibitors of human Bcl-xL. GST-Bcl-xL / FITC-Bim BH3 peptide fluorescence polarization. 320,000 tested, 0.7% active. inhibition, % at 10.9 µM. AID 2129. Q07817;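 active = inhibition above the mean of all tested compounds plus 3 SD, cutoff set per campaign, cut at about 30% in these data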;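 note: 0% = DMSO wells and 100% = unlabeled Bim-BH3 peptide competitor; inhibitors lower millipolarization by displacing the labeled peptide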
MEX-5 binding: C. elegans MEX-5 TCR-2 RNA binding activity | activity score (negative = inhibition of binding), % at 10 µM | MEX-5/FITC-TCR2 RNA binding, fluorescence polarization; stronger effect = lower value | AID 1832 | 300,000 tested, 0.38% active;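 active = inhibition past about -25% in most replicates, and total fluorescence under double the plate's negative control median, limit read from the data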;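 note: 0% = DMSO and -100% = 5 µM competing unlabeled TCR2 RNA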
MCL1 BIM primary: inhibitors of human MCL1 binding to BIM-BH3 peptide; GST-MCL1 / FITC-Bim-BH3 fluorescence polarization; inhibition, % at 10.9 µM; Q07820; 320,000 tested, 0.68% active;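 active = inhibition above the mean inhibition of all tested compounds plus 3 SD, set per campaign, cut at about 40% in these data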;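 note: 0% = DMSO wells and 100% = unlabeled Bim-BH3 peptide control; higher means more loss of mP so more displacement of Bim peptide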
TPT1 inhibitor: inhibitors of Candida albicans tRNA 2'-phosphotransferase TPT1; recombinant caTPT1, FP RNA substrate dephosphorylation; inhibition, % at 5 µM; 300,000 tested, 0.81% active; AID 1962;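 active = inhibition above the mean of all tested compounds plus 3 SD, set per screening campaign, cut at about 24% in these data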;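 note: plate controls were DMSO alone for no effect and ferristatin control at 100 nM for full effect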
PAD4 inh: blocks human protein arginine deiminase 4; Q9UM07; recombinant PAD4, RCA probe fluorescence polarization; inhibition, % at 6.36 µM; 330,000 tested, 0.41% active; AID 485272;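 active = percent inhibition above a cutoff equal to the mean of all tested compounds plus 3 SD, cut at about 15% in these data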;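 note: 0% = PAD4 with RCA probe and DMSO and 100% = probe without PAD4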
Target sequence (Q9UM07 whole entry, looked up): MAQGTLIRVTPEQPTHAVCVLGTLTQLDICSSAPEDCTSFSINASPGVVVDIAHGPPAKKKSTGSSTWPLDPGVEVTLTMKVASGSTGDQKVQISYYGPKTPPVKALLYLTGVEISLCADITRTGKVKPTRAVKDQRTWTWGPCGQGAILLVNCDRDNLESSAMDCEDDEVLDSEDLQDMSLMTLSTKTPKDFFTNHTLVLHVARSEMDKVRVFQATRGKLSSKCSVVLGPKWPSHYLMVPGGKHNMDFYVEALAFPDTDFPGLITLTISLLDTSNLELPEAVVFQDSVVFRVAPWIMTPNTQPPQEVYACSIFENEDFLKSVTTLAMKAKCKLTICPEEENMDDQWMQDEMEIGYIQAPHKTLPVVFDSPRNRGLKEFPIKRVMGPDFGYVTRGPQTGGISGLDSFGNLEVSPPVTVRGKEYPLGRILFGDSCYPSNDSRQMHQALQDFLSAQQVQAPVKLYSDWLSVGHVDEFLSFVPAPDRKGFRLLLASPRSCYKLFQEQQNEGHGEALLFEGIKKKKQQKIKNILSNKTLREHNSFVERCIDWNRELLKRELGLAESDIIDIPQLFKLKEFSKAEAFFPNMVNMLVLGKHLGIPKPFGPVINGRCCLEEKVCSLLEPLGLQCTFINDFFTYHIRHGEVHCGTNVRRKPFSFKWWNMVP
GSTO1 counter: counter-screen for RBBP9 inhibitors: inhibitors of human GSTO1; P78417; recombinant GSTO1, activity-based probe fluorescence polarization; inhibition, % at 5.96 µM; 300,000 tested, 1.1% active; AID 1974;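 active = inhibition above the campaign mean inhibition plus 3 SD, cut at about 35% in these data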;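 note: 0% = GSTO1-1 with DMSO and 100% = wells lacking GSTO1-1 enzyme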
Target sequence (P78417 whole entry, looked up): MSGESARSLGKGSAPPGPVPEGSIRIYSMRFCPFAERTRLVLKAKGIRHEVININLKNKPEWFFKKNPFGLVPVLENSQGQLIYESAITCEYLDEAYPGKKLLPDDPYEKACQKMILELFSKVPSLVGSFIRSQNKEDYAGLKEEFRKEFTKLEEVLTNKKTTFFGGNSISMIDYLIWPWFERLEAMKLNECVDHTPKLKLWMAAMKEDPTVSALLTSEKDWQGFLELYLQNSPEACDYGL
GLD-1 RNA inh: GLD-1-TGE RNA interaction inhibition (C. elegans). 320,000 tested, 0.44% active. inhibition, % at 5.96 µM. AID 2280. purified GLD-1 + fluorescein TGE RNA, fluorescence polarization;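 active = percent inhibition above a per-plate cutoff, the plate mean of test compounds plus 3 SD, cut at about 30% in these data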;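 note: 0% = DMSO wells with GLD-1 and probe and 100% = wells lacking GLD-1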
PME-1 primary: blocks human protein phosphatase methylesterase 1; Q9Y570; recombinant PME-1, FP-Rh probe fluorescence polarization; inhibition, % at 5.9 µM; 320,000 tested, 0.53% active; AID 2130;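 active = inhibition above the campaign mean of all compounds plus 3 SD, cut at about 26% in these data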;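 note: competitive labeling of PME-1 active site by serine hydrolase directed probe; 0% = PME-1 with DMSO and 100% = wells lacking PME-1 enzyme; inhibitors block probe labeling so polarization falls and inhibition rises; many of its hits are not listed in these tables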
The depositor's hits bear a star; / = not tested or not shown.

Compound,MEX-5 binding,TPT1 inhibitor,GLD-1 RNA inh,PME-1 primary,Fam108B counter,BCLXL inh,MCL1 BIM primary,GSTO1 counter,PAD4 inh
CCSc1nsc(NC(=O)Nc2ccccc2OC)n1,0.7,-0.3,2.4,-29.0,-1.9,-5.1,0.5,-10.0,-1.0
CC(OC(=O)Cc1n[nH]c(=O)c2ccccc12)C(=O)Nc1ccccc1[N+](=O)[O-] (stereo not drawn),-0.2,3.5,3.8,3.9,2.2,3.3,3.5,-0.2,2.4
O=C(C[n+]1ccc2ccccc2c1)Nc1cc(C(F)(F)F)ccc1Cl,3.1,0.2,-14.3,-2.8,4.5,6.3,8.3,-5.9,-6.8
Cc1ccccc1NC(=O)CC1S/C(=N/c2nccs2)N(C)C1=O (stereo not drawn),1.0,-2.8,0.6,0.1,-2.0,1.0,1.3,1.8,3.9
Cc1sc(C(=O)Nc2ccc3ccccc3c2)cc1CC(=O)O,1.0,-6.2,5.5,-1.0,0.6,-1.7,1.6,3.0,-1.9
Cc1ccc(C)c(NC(=S)NCC(c2cccnc2)N2CCOCC2)c1 (stereo not drawn),1.8,1.4,4.9,0.4,-0.3,2.6,10.2,2.8,-2.0
CN1CCN(CCC(=O)Nc2ccc(C3CCCC3)cc2)CC1,-4.5,0.4,4.4,2.1,-4.3,-1.5,-2.7,-2.6,4.3
O=C(OCC#CCSc1nnc(-c2ccccc2)o1)c1cc2ccccc2o1,-0.3,-6.0,-5.4,-2.9,-2.6,1.2,1.5,8.3,0.5
COc1ccc(Nc2nc(Cl)nc(NCCO)n2)cc1,1.3,0.5,1.6,5.8,3.3,8.0,6.2,-1.4,4.7
OCCn1c(CSc2nnc(-c3ccco3)n2-c2ccccc2)nc2ccc(Cl)cc21,-3.4,4.9,1.2,0.4,-2.0,-0.9,-0.5,1.0,-2.4
CN(Cc1ccco1)S(=O)(=O)c1csc(C(N)=O)c1,4.0,-0.5,0.7,0.2,0.7,0.4,2.9,-0.4,-2.8
Cc1cccc(NC(=O)Cn2cnc3ccccc3c2=O)c1C,-0.5,-1.3,-4.3,-1.3,-3.2,-4.8,-1.1,-2.0,-7.4
CCOc1nc(-c2ccc(OC)cc2)ccc1-c1noc(-c2cc(OC)c(OC)c(OC)c2)n1,/,-0.7,-5.5,-2.4,-0.5,0.4,0.5,-1.8,2.4
CCN(c1ccc(OC)cc1)S(=O)(=O)c1nnc(NC(=O)c2ccco2)s1,0.9,1.9,-0.7,-9.8,-2.9,10.0,17.0,-44.2,-5.6
CCn1nc(C)c(CN2CCC(n3nccc3NC(=O)c3ccc4c(c3)OCO4)CC2)c1C,2.1,-3.0,-4.5,2.8,-0.2,-0.9,0.7,3.5,-4.7

Exported with values under each structure: part of the list above.
Every second line gives: MEX-5 binding | TPT1 inhibitor | GLD-1 RNA inh | PME-1 primary | Fam108B counter | BCLXL inh | MCL1 BIM primary | GSTO1 counter | PAD4 inh
CN(Cc1ccco1)S(=O)(=O)c1csc(C(N)=O)c1
    4.0 | -0.5 | 0.7 | 0.2 | 0.7 | 0.4 | 2.9 | -0.4 | -2.8
Cc1cccc(NC(=O)Cn2cnc3ccccc3c2=O)c1C
    -0.5 | -1.3 | -4.3 | -1.3 | -3.2 | -4.8 | -1.1 | -2.0 | -7.4

(further entries)
Compound,MEX-5 binding,TPT1 inhibitor,GLD-1 RNA inh,PME-1 primary,Fam108B counter,BCLXL inh,MCL1 BIM primary,GSTO1 counter,PAD4 inh
Cc1cc(S(=O)(=O)NCCN(C)C)c(C)s1,-0.1,-3.0,8.0,7.0,1.7,0.7,-1.1,-0.5,-2.6
Cc1ccc(S(=O)(=O)Nc2ccccc2CNC2CCCCC2)cc1,-1.0,-0.5,6.3,0.3,3.9,-3.3,-7.1,8.3,-1.1
Cc1ccc(-c2c[nH]c(=S)n2-c2ccccc2F)cc1,0.7,0.0,-3.3,-3.8,1.2,-16.4,-13.9,-0.3,-1.0
COc1ccccc1NC(=O)NNC(=O)c1cc2ccccc2cc1O,-0.1,1.5,3.6,11.4,4.1,0.3,2.1,10.3,1.9
Cc1ccc(-c2nc(S(=O)(=O)c3ccccc3)c(SCC(=O)NCC3CCCO3)o2)cc1 (stereo not drawn),-2.5,3.3,-2.1,5.5,3.2,-9.5,-13.6,-5.5,-2.1
CCOC(=O)c1ccccc1NC(=O)/C(C)=C/C(=O)O,0.5,1.6,7.8,0.6,-1.0,6.7,3.4,-3.7,2.9
CCOC(=O)c1c(OCC)[nH]c2c1cc(O)c1ccccc12,-1.3,-24.8,16.2,39.4*,8.9,16.3,41.5*,34.4,-13.0
c1ccc(CN2CCN(C(c3ccccc3)c3ccccc3)CC2)cc1,-2.6,-3.1,8.2,-1.8,-4.2,1.3,10.6,-3.3,-2.9
COc1ccc(Cc2nnc(NC(=O)c3cccc([N+](=O)[O-])c3)s2)cc1,-2.5,1.6,0.3,-5.2,-2.5,-4.1,-2.2,-33.6,0.5
CC1=C(n2ccnc2)CCC1=O,-3.0,0.0,5.5,-4.6,-1.7,0.6,-0.2,-1.1,2.3
COC(=O)c1cc(OC)c(OC)cc1NC(=O)c1ccccc1,-4.9,2.4,6.1,1.8,-6.6,5.3,8.9,0.1,1.5
O=C(COC(=O)c1c(Cl)cccc1Cl)NCC1CCCO1 (stereo not drawn),0.7,-0.9,-3.2,-0.8,-11.0,-8.6,-8.6,1.2,-12.7
S=C(NCCc1ccccn1)Nc1ccc(Cl)c(Cl)c1,-0.3,-0.9,-1.6,6.1,2.6,7.2,13.6,-1.6,2.1
O=C(O)c1ccc(N2CC3CC(C2)c2cccc(=O)n2C3)c(NC(=S)Nc2ccc(Cl)cc2Cl)c1 (stereo not drawn),-1.4,-0.3,-6.5,-2.4,-4.1,2.3,-4.4,-3.0,-12.4
O=C(COC(=O)c1cc(=O)[nH]c2ccccc12)c1cccs1,-0.2,1.0,-1.8,-7.4,-1.2,2.4,-3.4,4.9,3.8
Cc1cc(C)c(C)c(S(=O)(=O)Nc2ccc(O)cc2)c1C,0.3,-2.9,2.3,6.0,-0.3,6.2,0.2,1.7,-3.8
O=C(c1ccccc1)N1CCN(C(=S)NCCc2ccccc2)CC1,0.4,-1.6,-2.0,-2.2,2.8,-0.6,0.7,1.4,-5.7
COc1ccc(NC(=O)c2coc(C)c2)cc1,-18.8,2.4,-4.4,3.4,-0.7,-1.8,2.5,2.1,-5.0
Cc1ccc(C(=O)N/C(=C\c2cccs2)C(=O)NCc2ccncc2)cc1,0.1,1.8,2.0,2.4,-2.0,0.5,1.4,2.1,0.1
COc1cc(/C(C#N)=C/c2cccc3ccccc23)c([N+](=O)[O-])cc1OC,0.1,0.1,2.3,-7.5,0.0,4.3,2.8,0.0,-1.9
CCCSc1nnc2n(C)c(=O)c3c4c(sc3n12)CCC4,1.4,-0.4,-4.9,5.2,-2.2,3.1,-4.4,-1.0,-0.7
O=C(CSc1ncnc2c1cnn2-c1ccccc1)NCC1CCCO1 (stereo not drawn),-0.8,0.5,0.4,0.0,1.2,2.8,2.4,-19.4,3.1
CCc1ccc(NC(=S)N2CCN(C)CC2)cc1,0.5,0.1,0.2,1.3,-1.9,6.8,14.0,-3.8,4.6
COc1cccc(-c2cc(C(=O)N3CCN(S(=O)(=O)c4ccc(Br)cc4)CC3)[nH]n2)c1,3.5,-0.6,-4.8,-3.3,-4.0,3.6,0.9,-6.5,-2.0
Cc1ccc(-n2ncc(C(=O)Nc3cc(Cl)ccc3C)c2C2CCNCC2)cc1C,-4.8,0.5,1.9,-3.0,-1.0,-0.3,-1.2,0.1,1.0
CCn1c(CNC(=O)COc2ccc(C(C)C)cc2)nnc1SCC(=O)Nc1ccccc1F,1.8,-0.3,5.0,-3.0,-0.7,-0.8,-0.1,-1.3,2.5
COc1ccc(NC(=S)N2CCNC(=O)C2CC(=O)Nc2ccc(C)cc2)cc1 (stereo not drawn),0.6,2.4,4.0,2.5,-0.8,3.1,5.6,4.2,-0.4
Cc1ccsc1/C=N/NC(=O)CNC(=O)c1c(F)cccc1Cl,2.3,-5.2,1.9,-0.6,-2.0,-1.8,-4.5,5.0,2.3
O=c1c(Cc2ccc(Cl)cc2Cl)c(O)ccn1CCCN1CCOCC1,-1.1,0.0,-1.2,0.7,-0.8,2.5,13.4,3.2,-0.8
CCC(=O)c1ccc(OCC(=O)N2CCCC2)c(OC)c1,-2.5,1.1,-1.7,-2.8,2.9,1.0,-3.9,-0.1,1.1
C/C=C/Cn1c(SCc2ccc(C)cc2)nc2c1c(=O)[nH]c(=O)n2C,-1.8,-2.3,3.8,3.3,-2.3,11.0,4.6,-7.5,-3.7
Nc1nnc(SCc2ccc(F)cc2)s1,-2.4,-1.2,2.9,1.6,-0.2,1.1,1.3,6.4,-5.6
COc1cccc(NC(=O)CSc2nnc(C)s2)c1,0.0,1.6,7.3,-1.9,0.7,-4.4,-2.7,-0.1,-1.1
Cn1c(=O)c2c(nc(CN3CCN(c4cccc(Cl)c4)CC3)n2CCc2ccccc2)n(C)c1=O,-0.9,3.2,-2.7,1.8,-1.5,3.7,3.2,-4.4,3.1
Cc1ccc(C(=O)NC2CCN(S(=O)(=O)c3ccccc3)CC2)cc1,-1.9,-0.2,2.1,8.8,-0.4,6.3,3.2,-2.1,-6.6
CN(C)C1(CNC(=O)C2CCC(=O)N(CCc3ccc(Cl)cc3)C2)CCCCC1 (stereo not drawn),-0.2,1.6,4.0,-1.0,-1.1,-0.9,7.9,1.8,-4.4
CN(Cc1ccccn1)C(=O)C1CCC(=O)N(CCc2ccc(Cl)cc2)C1 (stereo not drawn),0.1,-2.9,-3.4,-2.7,3.1,-1.1,5.3,-4.0,-1.5
CCOC(=O)c1c(NC(=O)c2cc(CC(C)C)on2)sc(C(C)=O)c1C,-0.3,1.0,-0.2,2.6,1.9,0.8,-2.1,2.7,-1.0
O=c1ccc(Cl)cn1Cc1ccccc1F,-2.2,-4.3,-2.8,5.2,1.2,1.3,6.4,-1.6,-1.9
COCCCNc1nc2c(-c3ccc(Cl)cc3)nnn2c2ccccc12,1.9,-2.3,0.4,-0.2,1.0,3.6,7.3,1.4,4.4
CCOC(=O)NC(=O)CSc1cc(C)c2cc(C)cc(C)c2n1,-0.4,2.0,4.1,0.3,0.2,5.9,-0.9,0.3,-6.7
CCOc1ccccc1NC(=O)c1ccccc1-c1nc(-c2ccccc2OC)no1,-0.3,-1.0,3.9,-2.7,1.7,10.1,8.8,3.2,-5.8
COc1ccc(S(=O)(=O)N2CCN(C(=S)NC3CCCCC3)CC2)cc1,1.0,0.2,-1.4,-5.5,-1.1,7.5,1.8,-2.2,2.9
CC(C)N(Cc1ccccc1)C(=O)CN1C(=O)COc2ccc(S(=O)(=O)N3CCCCCC3)cc21,-3.2,-1.0,0.8,-3.9,-1.7,1.2,-3.3,-1.8,-2.0
Cc1cc(C)c2[nH]c(O)c(N=NC3=NC(=O)CS3)c2c1,0.6,-0.9,1.9,28.2*,4.9,11.3,11.7,21.2,4.3
CC(C(=O)C12CC3CC(CC(C3)C1)C2)N1CCOCC1 (stereo not drawn),2.5,5.8,4.8,2.9,-1.5,-1.6,-4.7,3.8,0.9

Screening results from PubChem BioAssay.

Not all compounds are listed. The share of hits here may be higher or lower than overall.
